POLK inh: qHTS for Inhibitors of Polymerase Kappa | purified Pol kappa, fluorescent DNA synthesis assay, 10 min | Potency, µM (doses to about 107 µM), for inactives: at the top dose activity, negative = inhibition, actives largely listed as inhibitors | actives 0.53% (n = 400,000) | AID 588579, 2011; further: on the % scale 0 is the no-effect control and ±100 the full control effect
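Readout: fluorescence, taken kinetically at 0 and 10 min. Conditions: 10 nM Pol kappa, 15 min RT compound preincubation, 50 nM substrate final. Controls: enzyme-free buffer wells.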
G9a block: qHTS Assay for Inhibitors of Histone Lysine Methyltransferase G9a | Potency, µM (series often up to 102 µM), for the others: at the top dose activity, negative = inhibition, hits mostly inhibitors | AID 504332, 2011 | Histone-lysine N-methyltransferase EHMT2 (Homo sapiens), Q96KQ7 | G9a H3K9 monomethylation, AlphaScreen, 2 h | actives 8.8% (n = 350,000); further: on the % scale 0 is the no-effect control and ±100 the full control effect; nearly all actives have a fitted effect of over 75% in size
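Using a bead-based AlphaScreen, monomethylated H3K9 product from 2 h room-temperature reactions (G9a 20 nM, peptide 500 nM, SAM 20 uM) was detected with 0.5 ug/mL rabbit anti-H3K9me1 antibody.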
BAZ2B block: qHTS Assay for Inhibitors of BAZ2B. Bromodomain adjacent to zinc finger domain protein 2B (Homo sapiens), Q9UIF8. AlphaScreen BAZ2B-H3K14Ac peptide displacement. Potency, µM (titrated, usually from 114 µM), for the others: top-dose activity change, negative = inhibition, most hits filed as inhibitors. actives 4.4% (n = 360,000); further: on the % scale 0 is the no-effect control and ±100 the full control effect; nearly all actives have a fitted effect of over 60% in size
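In this displacement format the biotinylated H3(5-23) peptide acetylated at Lys14 serves as ligand at 50 nM, with BAZ2B at 50 nM in PBS pH 7.4 containing 0.01% Tween-20. Donor and acceptor beads are 10 ug/mL final.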
BLM inh: qHTS Assay for Inhibitors of Bloom's syndrome helicase (BLM); recombinant BLM DNA unwinding, fluorescence dequenching; actives 0.2% (n = 350,000); RecQ-like DNA helicase BLM (Homo sapiens), P54132; Potency, µM (highest dose often 56.1 µM), inactives show at the top dose activity change, negative = inhibition, actives largely listed as inhibitors;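 further: plate controls were vehicle for no effect and no enzyme for full effect; nearly all actives have a fitted effect of over 35% in size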
Target sequence (P54132 whole entry, looked up): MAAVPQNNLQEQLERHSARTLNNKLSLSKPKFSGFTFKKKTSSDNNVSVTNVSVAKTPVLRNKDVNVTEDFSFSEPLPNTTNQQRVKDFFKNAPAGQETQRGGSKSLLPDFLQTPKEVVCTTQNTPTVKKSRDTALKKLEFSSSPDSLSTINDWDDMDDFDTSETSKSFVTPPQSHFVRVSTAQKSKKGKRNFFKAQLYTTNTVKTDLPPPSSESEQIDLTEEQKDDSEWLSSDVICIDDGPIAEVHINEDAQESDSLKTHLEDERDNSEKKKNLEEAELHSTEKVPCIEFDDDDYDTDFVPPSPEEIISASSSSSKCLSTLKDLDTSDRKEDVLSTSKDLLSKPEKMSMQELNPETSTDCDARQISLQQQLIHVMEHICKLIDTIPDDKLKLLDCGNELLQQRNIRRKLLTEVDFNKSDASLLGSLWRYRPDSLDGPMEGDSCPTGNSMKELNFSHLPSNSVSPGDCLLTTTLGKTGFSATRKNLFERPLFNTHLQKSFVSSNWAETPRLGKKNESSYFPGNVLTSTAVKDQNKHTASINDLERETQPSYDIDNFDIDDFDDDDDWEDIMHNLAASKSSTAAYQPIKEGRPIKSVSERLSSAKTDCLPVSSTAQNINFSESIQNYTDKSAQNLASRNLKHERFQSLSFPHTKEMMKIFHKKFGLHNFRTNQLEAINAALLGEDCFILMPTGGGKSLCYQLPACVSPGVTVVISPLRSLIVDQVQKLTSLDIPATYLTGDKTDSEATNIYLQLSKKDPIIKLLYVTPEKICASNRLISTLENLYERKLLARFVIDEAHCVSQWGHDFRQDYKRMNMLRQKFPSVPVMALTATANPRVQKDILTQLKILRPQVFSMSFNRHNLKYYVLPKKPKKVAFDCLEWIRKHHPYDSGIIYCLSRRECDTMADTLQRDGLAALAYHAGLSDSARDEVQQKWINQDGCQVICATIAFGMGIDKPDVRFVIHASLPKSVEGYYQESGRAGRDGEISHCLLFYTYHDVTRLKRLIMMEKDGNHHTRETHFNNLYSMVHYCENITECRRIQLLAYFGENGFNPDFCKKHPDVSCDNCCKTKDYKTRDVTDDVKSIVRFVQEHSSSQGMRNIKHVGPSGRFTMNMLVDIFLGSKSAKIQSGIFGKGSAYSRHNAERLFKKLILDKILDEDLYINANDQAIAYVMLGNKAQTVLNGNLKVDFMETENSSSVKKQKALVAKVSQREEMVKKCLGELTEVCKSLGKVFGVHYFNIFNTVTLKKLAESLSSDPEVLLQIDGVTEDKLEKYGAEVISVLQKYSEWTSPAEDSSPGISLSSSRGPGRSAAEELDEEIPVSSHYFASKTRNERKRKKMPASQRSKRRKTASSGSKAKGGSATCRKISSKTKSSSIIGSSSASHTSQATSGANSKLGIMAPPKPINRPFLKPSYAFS
Pol iota inh: qHTS for Inhibitors of Polymerase Iota. DNA polymerase iota (Homo sapiens), Q9UNA4. Pol iota fluorescent replication assay, 10 min. Potency, µM (highest dose often 115 µM), inactives show at the highest dose activity, negative = inhibition, usual class: inhibitors. actives 1% (n = 390,000)
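Pol iota at 10 nM preincubated 15 min with compounds at room temperature; reaction started with fluorescent substrate, 50 nM final. Fluorescence read kinetically at 0 and 10 min; buffer-only wells as negative control.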
APE1 inh: qHTS Assay for Inhibitors of the Human Apurinic/apyrimidinic Endonuclease 1 (APE1); DNA repair nuclease/redox regulator APEX1 (Homo sapiens), P27695; recombinant APE1, TAMRA/BHQ-2 abasic DNA cleavage fluorescence; actives 0.35% (n = 350,000); AID 2517, 2012; Potency, µM (series often up to 65.8 µM), for the others: at the top dose activity change, negative = inhibition, hits mostly inhibitors;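 further: plate controls were vehicle for no effect and reference inhibitor for full effect; nearly all actives have a fitted effect of over 55% in size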
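Enzyme (0.75 nM final) and test compound are incubated 15 min at room temperature before adding 50 nM quenched THF abasic-site duplex. Cleavage dequenches TAMRA, followed at 525/598 nm over three reads one minute apart.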
POLB inh: qHTS Assay for Inhibitors of DNA Polymerase Beta; Potency, µM (titrated, usually from 114 µM), for the others: top-dose activity change, negative = inhibition, usual class: inhibitors; actives 1.3% (n = 340,000); AID 485314, 2010; Pol beta primer extension/strand displacement, fluorescence kinetic; P06746; further: on the % scale 0 is the no-effect control and ±100 the full control effect
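Pol beta (10 nM) and compounds were preincubated 15 min at room temperature, then 50 nM substrate (final) started primer extension/strand displacement. Reads were taken at 0 and 10 min; concentration-response data were fitted to a four-parameter Hill equation.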
POLH inh: qHTS for Inhibitors of Polymerase Eta. DNA polymerase eta (Homo sapiens), Q9Y253. recombinant Pol eta, fluorescent DNA replication assay. Potency, µM (titrated, usually from 114 µM), inactives show at the top dose activity change, negative = inhibition, usual class: inhibitors. actives 1.2% (n = 390,000); further: on the % scale 0 is the no-effect control and ±100 the full control effect
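Pol eta at 10 nM preincubated with compounds 15 min at room temperature; reaction started with fluorescent substrate (50 nM final) and read kinetically at 0 and 10 min.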
Apoferritin bind: qHTS Assay for Identification of Novel General Anesthetics | actives 0.074% (n = 350,000) | apoferritin/1-aminoanthracene competitive binding, fluorescence | Ferritin light chain (Equus caballus), P02791 | AID 485281, 2010 | Potency, µM (highest dose often 77.5 µM), inactives show top-dose activity change, negative = displacement, actives largely listed as inhibitors; further: on the % scale 0 is the no-effect control and ±100 the full control effect; nearly all actives have a fitted effect of over 20% in size
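Read-out: endpoint 1-AMA fluorescence, excitation 380 nm and emission 535 nm, after compounds sit 10 min at room temperature with 10 uM horse-spleen apoferritin in 50% saturated 1-AMA/PBS. Values come from four-parameter Hill fits.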
Starred values were filed as active, the others as inactive; u = inconclusive; x = no result given; [ ] = another dose, or the depositor's remark. The call rests on the fitted dose curve; in most records, active means well fitted curve in the direction sought with a large enough effect; inconclusive means small, poorly fitted or top-dose-only effect, or another doubt; inactive means no such curve, though single readings can be large; an effect the other way counts as inactive or inconclusive. Potency means the concentration at half of the fitted maximal effect. These rows are one share of the data; the hit share may differ from the screen's.

SMILES	POLK inh	G9a block	BAZ2B block	BLM inh	Pol iota inh	APE1 inh	POLB inh	POLH inh	Apoferritin bind
CSCCC(NC(=O)c1ccccc1)C(=O)N1CCN(C(C)=O)CC1 (stereo not drawn)	4.3%	-1.2%[59 µM]	-2.4%	x	27.6%	-12.7%	x	-16.2%	x
CCc1ccc(-n2nc(CO)c(C(=O)NCCCc3ccccc3)n2)cc1	-12.9%	-7.8%[59 µM]	1.3%	-0.3%	11.3%	x	1.5%	-11.8%	5.4%
C=CCNS(=O)(=O)c1ccc(OCC(=O)OCC)cc1	-9.0%	-6.0%	0.4%	-1.0%	4.1%	4.0%	5.2%	-1.3%	1.3%
Cc1ccc(C(=O)NC(C)c2ccc(S(N)(=O)=O)cc2)s1 (stereo not drawn)	0.7%	37.2%	0.6%	-1.4%	34.9%[activator]	2.3%	2.6%	-17.6%	-8.4%
C#CCNc1ccc([N+](=O)[O-])cc1	-4.2%	-0.4%	0.1%	-13.7%	93.6%[activator]	0.4%	6.9%	-22.3%	-19.2%
COc1ccccc1N(C(C)=O)c1nc(C)cc(C)c1C#N	-9.8%	2.1%[59 µM]	-5.4%	4.6%	22.2%	20.2%	40.7%	-16.7%	-0.7%
CCCc1cc(=O)[nH]c(SCC(=O)N2CCN(S(=O)(=O)c3ccc(Cl)cc3)CC2)n1	-0.2%	-0.2%[59 µM]	11.8%	3.4%	-12.5%	4.2%	7.4%	-15.8%	-0.1%
Cc1nnsc1Sc1cccc(C(F)(F)F)c1	3.7%	16.2%[59 µM]	30.1%	-1.9%	1.1%	-0.2%	0.9%	-14.6%	1.5%
CN1CC(c2ccc(C#N)cc2)C2(COc3ccccc3C2=O)C12C(=O)Nc1ccccc12 (stereo not drawn)	-26.1%	20.2%[12.7 µM]	u	-9.3%	19.2%	-5.5%	1.2%	-11.8%	-11.4%
Cc1ccccc1OCc1n[nH]c(=S)n1Cc1ccccc1	-15.5%	8.91µM*	-22.5%	-6.3%	154.8%[activator]	-1.2%	-29.0%	-19.0%	-19.1%
CCN(Cc1cc2cc(C)ccc2[nH]c1=O)S(=O)(=O)c1ccccc1	-17.4%	14.3%[59 µM]	6.1%	-2.1%	14.6%	4.6%	1.4%	-1.6%	-17.4%
COc1cc(NC(=O)COC(=O)CNS(=O)(=O)c2ccc(F)c(F)c2F)cc(OC)c1	-14.5%	11.4%[59 µM]	3.2%	-0.4%	4.6%	-6.0%	3.3%	-9.5%	3.4%
Cn1c(-c2ccc[nH]c2=O)nc2cc(Cl)ccc21	-5.6%	116.1%[activator][59 µM]	-12.4%	-0.1%	-0.9%	-0.2%	38.1%	-3.2%	-7.7%
O=C(NCCCNC(=O)c1cnccn1)c1ccc(Cl)c(Cl)c1	10.5%	9.6%	1.8%	-7.7%	49.5%[activator]	55.7%[activator]	0.8%	-6.2%	-0.7%
O=C1NC(c2ccc3c(c2)OCO3)Nc2ccccc21 (stereo not drawn)	-13.8%	12.7%	8.8%	0.8%	-5.5%	-1.6%	3.6%	-15.1%	65.0%[activator]
O=C(Nc1ccc2oc(-c3cc(Br)ccc3Cl)nc2c1)c1ccc2ccccc2c1	-17.4%	-36.9%[59 µM]	u	-14.9%	-13.3%	x	u	-18.7%	8.5%
O=C(CN1CCN(c2ncccn2)CC1)N1CCc2ccccc21	-4.5%[60.1 µM]	30.9%[59 µM]	-3.6%	-2.2%	20.0%	-5.6%	-0.6%	5.0%	9.1%
CCOC(=O)C(=O)Nc1sc(C(=O)N(CC)CC)c(C)c1C#N	0.0%	50.1µM*	-19.7%	-4.8%	128.1%[activator]	1.1%	-13.0%	-20.3%	7.4%
O=C1CC(c2nc(-c3cccc(Cl)c3)no2)CN1c1ccc2c(c1)OCCO2 (stereo not drawn)	20.2%	-1.1%[59 µM]	-14.6%	-5.2%	7.2%	x	0.0%	-20.4%	77.1%[activator]
O=C(O)c1cc(NC(=O)c2ccc([N+](=O)[O-])cc2)cc(NC(=O)c2ccc([N+](=O)[O-])cc2)c1	-9.5%	-4.8%	-21.1%	-14.1%	-12.0%	-9.4%	9.5%	u	-5.2%

Reprinted at random: three compounds from above.
SMILES	POLK inh	G9a block	BAZ2B block	BLM inh	Pol iota inh	APE1 inh	POLB inh	POLH inh	Apoferritin bind
CCc1ccc(-n2nc(CO)c(C(=O)NCCCc3ccccc3)n2)cc1	-12.9%	-7.8%[59 µM]	1.3%	-0.3%	11.3%	x	1.5%	-11.8%	5.4%
O=C(NCCCNC(=O)c1cnccn1)c1ccc(Cl)c(Cl)c1	10.5%	9.6%	1.8%	-7.7%	49.5%[activator]	55.7%[activator]	0.8%	-6.2%	-0.7%
Cc1ccccc1OCc1n[nH]c(=S)n1Cc1ccccc1	-15.5%	8.91µM*	-22.5%	-6.3%	154.8%[activator]	-1.2%	-29.0%	-19.0%	-19.1%

Structures shown so far that contain fluorine, in the order listed:
SMILES	POLK inh	G9a block	BAZ2B block	BLM inh	Pol iota inh	APE1 inh	POLB inh	POLH inh	Apoferritin bind
Cc1nnsc1Sc1cccc(C(F)(F)F)c1	3.7%	16.2%[59 µM]	30.1%	-1.9%	1.1%	-0.2%	0.9%	-14.6%	1.5%
COc1cc(NC(=O)COC(=O)CNS(=O)(=O)c2ccc(F)c(F)c2F)cc(OC)c1	-14.5%	11.4%[59 µM]	3.2%	-0.4%	4.6%	-6.0%	3.3%	-9.5%	3.4%

(further entries)
SMILES	POLK inh	G9a block	BAZ2B block	BLM inh	Pol iota inh	APE1 inh	POLB inh	POLH inh	Apoferritin bind
Cc1nc(SCC(=O)NCC2COc3ccccc3O2)c2c(C)c(C)sc2n1 (stereo not drawn)	2.2%	1.1%[0.501 µM]	9.1%	x	-23.7%	-5.0%	x	4.9%	x
COC(=O)[C@@]1(Cc2ccccc2)[C@H]2C(=O)N(C)C(=O)[C@H]2[C@H]2CN=C(SCc3ccc(C#N)cc3)N21	2.3%	x	x	x	u	4.5%	x	-21.6%	x
COC(=O)CSC1=C(C#N)C(c2ccccc2)CC(=O)N1 (stereo not drawn)	-13.8%	-9.0%[12.7 µM]	5.0%	1.0%	-5.5%	1.5%	-0.4%	-0.4%	1.0%
CCC1(c2ccccc2)NC(=O)N(CC(=O)Nc2ccc(S(N)(=O)=O)cc2)C1=O (stereo not drawn)	-3.4%	3.7%	1.2%	0.3%	15.7%	39.6%	17.3%	-2.9%	-11.7%
CC(C)C(=O)Nc1ccc2oc(-c3cc(F)c(F)cc3Cl)nc2c1	-1.9%	10.5%[59 µM]	3.7%	3.4%	0.0%	-1.7%	4.7%	-5.6%	3.4%
CCOC(=O)C1CCN(C(=O)CCNS(=O)(=O)c2cc(Br)cnc2N)CC1	-13.4%	x	-22.1%	0.0%	50.7%[activator]	-6.5%	-12.3%	-11.3%	-2.3%
COc1ccc(/C=N/NC(=O)CCn2nc(C)cc2C)cc1O	-5.1%	-8.7%	1.0%	-7.3%	-10.2%	2.9%	9.4%	-16.8%	-4.7%
NC(=O)CC(NC(=O)c1cccc(Br)c1)c1ccc(NC2CCC2)c([N+](=O)[O-])c1 (stereo not drawn)	3.1%	u	u	-0.4%	-5.5%	32.2%	41.7%	-6.5%	u
CC[n+]1c(C)sc2c(C)cc(C)cc21	-11.7%	-45.7%[59 µM]	-1.3%	3.8%	u	3.3%	-21.3%	3.2%	-7.1%
O=C(CCC1N=C2c3ccccc3N=C(SCC(=O)NCC3CCCO3)N2C1=O)NCc1ccc(F)cc1 (stereo not drawn)	3.8%	12.9%	-3.0%	1.1%	0.6%	14.0%	-3.3%	-9.1%	-11.5%
Cc1cc(C)cc(NC(=O)Cn2c(=O)n(-c3ccc(C)c(C)c3)c(=O)c3oc4ccccc4c32)c1	-13.2%	-9.2%[59 µM]	-9.0%	-7.9%	3.1%	x	-9.2%	-6.6%	-8.4%
CCN(CC)CCCNC(=O)c1cn(C)c2ccc(S(=O)(=O)N3CCOCC3)cc2c1=O	32.8%	10.0%[59 µM]	x	-6.3%	100.8%[activator]	x	34.8%[activator]	-5.7%	-6.1%
Cc1noc(C)c1C(=O)Nc1nc(C23CC4CC(CC(C4)C2)C3)cs1	-7.3%	-29.5%[12.7 µM]	u	-10.0%	u	3.7%	-0.3%	-10.6%	-1.8%
Cc1cc2oc(=O)cc(CN3CCCCC3C)c2cc1C (stereo not drawn)	0.0%	50.1µM*	1.1%	0.5%	7.9%	20.4%	0.2%	-12.2%	u
Cn1nnnc1SCC(=O)Nc1ccc(Cl)cn1	-7.0%	-4.1%	-12.1%	-1.8%	50.8%[activator]	36.9%	18.6%	-17.2%	-0.3%
C/C(=N\NC(=O)C1CC1)c1cccnc1	-7.7%	8.2%[59 µM]	5.8%	-2.8%	28.1%	-6.1%	-1.0%	-14.2%	0.1%
COc1ccc(CCc2nc(-c3cccs3)no2)cc1	9.3%	180.7%[activator]	184.1%[activator]	-4.4%	8.4%	-14.7%	-2.0%	-13.3%	-13.9%
COCC(C)N1CCC(n2nccc2NC(=O)CCCc2ccccc2)CC1 (stereo not drawn)	-9.9%	x	-3.1%	-0.8%	36.8%[activator]	13.8%	2.9%	-0.2%	-7.9%
Cc1ccc(CNC(=O)C2CCN(c3ncnc4c3nc3n4CCCCC3)CC2)cc1	-0.3%	5.1%[59 µM]	6.4%	0.3%	17.4%	x	23.9%	-13.3%	-1.0%
S=C1c2ccccc2CN1c1ccccc1	-4.4%	0.1%	-0.2%	5.9%	4.5%	-0.5%	-15.7%	-3.5%	-15.5%
COc1ccc(S(=O)(=O)N2CCCCCC2)cc1NC(=O)CCCOc1ccccc1	-2.8%	-9.8%[12.7 µM]	13.0%	x	3.1%	-22.7%	x	-12.6%	x
O=C(Nc1ccc([N+](=O)[O-])cc1)c1cccc(S(=O)(=O)Nc2ccccn2)c1	-13.8%	-14.4%	-14.8%	-4.1%	10.5%	14.2%	11.2%	-6.0%	1.7%
